Compound activity from PubChem.
uPA generation = qHTS for Inhibitors of Cell Surface uPA Generation. cell surface uPA generation assay, qHTS. Potency, µM (doses to about 38.3 µM), without a hit: at the highest dose activity change, negative = inhibition, most hits filed as inhibitors. 330,000 compounds, 0.31% hits. AID 540303, 2011; active = well fitted inhibition curve with a large enough effect; inconclusive = small, poorly fitted or top-dose-only effect; inactive = no such curve, though single readings can be large or run the other way; tested in mouse RAW 264.7 cells; note: potency is the fitted concentration of half-maximal effect; nearly all actives have a fitted effect of over 55% in size
B2AR arrestin = qHTS assay of beta-arrestin-biased ligands of beta2-adrenergic receptor; Beta-2 adrenergic receptor (Homo sapiens), P07550; beta-arrestin recruitment to beta2AR, cell-based reporter; Potency, µM (highest dose often 46.1 µM), for the others: at the top dose activation, actives largely listed as activators; 330,000 compounds, 0.02% hits;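 note: potency is the fitted concentration of half-maximal effect; 0% = DMSO controls and full agonism = EC100 isoproterenol or metaproterenol; nearly all actives have a fitted effect of over 65% in size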
GALK inhibitor = qHTS Assay for Inhibitors of Human Galactokinase (GALK); Purified GALK, Kinase-Glo residual ATP luminescence; Potency, µM (titrated, usually from 57.5 µM), without a hit: top-dose activity change, negative = inhibition, usual class: inhibitors; P51570; 270,000 compounds, 0.007% hits; note: potency is the fitted concentration of half-maximal effect
Target sequence (P51570 whole entry, looked up): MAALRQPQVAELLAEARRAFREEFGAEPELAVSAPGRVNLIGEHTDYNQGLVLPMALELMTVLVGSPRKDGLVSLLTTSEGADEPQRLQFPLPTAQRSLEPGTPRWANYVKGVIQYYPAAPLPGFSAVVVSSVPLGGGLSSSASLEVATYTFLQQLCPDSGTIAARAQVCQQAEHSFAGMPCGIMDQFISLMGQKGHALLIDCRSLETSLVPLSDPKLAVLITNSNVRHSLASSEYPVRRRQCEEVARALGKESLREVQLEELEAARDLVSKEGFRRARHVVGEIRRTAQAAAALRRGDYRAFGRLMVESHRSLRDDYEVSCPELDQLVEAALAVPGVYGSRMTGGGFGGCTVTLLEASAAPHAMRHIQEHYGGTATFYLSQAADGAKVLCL
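Quantitative HTS: GALK 5 nM, ATP 35 uM, galactose 100 uM, 1 h room temperature, then luciferase-based ATP detection.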
KCNH2 3.1 inh = qHTS for Inhibitors of KCHN2 3.1: Mutant qHTS. U2OS KCNH2 3.1, thallium flux FluxOr; stronger effect = lower value. activity change, % (tested at about 1.8 µM). Potassium voltage-gated channel subfamily H member 2, brain isoform KCNH2 3.1 (human). AID 720553, 2013. 340,000 compounds, 0.95% hits;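 active = maximum activity change below -70%; inconclusive = maximum activity change from -70% to -50%; inactive = maximum activity change above -50%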;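 note: thallium influx rate constant from kinetic fluorescence after stimulation buffer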
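Steps: virus added to U2OS suspension (4 h, RT, dark); medium with 10% FBS added, cells plated, 37 C overnight; FluxOr/Red40 loading buffer 45 min RT; stimulation buffer, 2 min kinetic read; rate constant normalized.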
KCNH2 WT inh = qHTS for Inhibitors of KCHN2 3.1: Wildtype qHTS | Voltage-gated inwardly rectifying potassium channel KCNH2 (Homo sapiens), Q12809 | 340,000 compounds, 0.37% hits | U2OS, BacMam KCNH2, thallium flux FluxOr; stronger effect = lower value | activity change, % at 1.84 µM;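 active = maximum activity change below -70%; inconclusive = maximum activity change between -70% and -50%; inactive = maximum activity change above -50%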
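U2OS cells were transduced with wild-type KCNH2 virus (2.03 x 10^8 / mL) for 4 h at room temperature, then cultured overnight at 37 C. Thallium flux was read with FluxOr dye. Rate constants were normalized to DMSO controls.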
Eya2 phos inh = qHTS Assay for Inhibitors of the Phosphatase Activity of Eya2. Protein phosphatase EYA2 (Homo sapiens), O00167. recombinant Eya2, OMFP fluorescence dephosphorylation (OMFP is methylfluorescein phosphate). Potency, µM (doses to about 76.9 µM), without a hit: at the highest dose activity, negative = inhibition, actives largely listed as inhibitors. 330,000 compounds, 0.006% hits. AID 488837, 2010; note: potency is the fitted concentration of half-maximal effect
Target sequence (O00167 whole entry, looked up): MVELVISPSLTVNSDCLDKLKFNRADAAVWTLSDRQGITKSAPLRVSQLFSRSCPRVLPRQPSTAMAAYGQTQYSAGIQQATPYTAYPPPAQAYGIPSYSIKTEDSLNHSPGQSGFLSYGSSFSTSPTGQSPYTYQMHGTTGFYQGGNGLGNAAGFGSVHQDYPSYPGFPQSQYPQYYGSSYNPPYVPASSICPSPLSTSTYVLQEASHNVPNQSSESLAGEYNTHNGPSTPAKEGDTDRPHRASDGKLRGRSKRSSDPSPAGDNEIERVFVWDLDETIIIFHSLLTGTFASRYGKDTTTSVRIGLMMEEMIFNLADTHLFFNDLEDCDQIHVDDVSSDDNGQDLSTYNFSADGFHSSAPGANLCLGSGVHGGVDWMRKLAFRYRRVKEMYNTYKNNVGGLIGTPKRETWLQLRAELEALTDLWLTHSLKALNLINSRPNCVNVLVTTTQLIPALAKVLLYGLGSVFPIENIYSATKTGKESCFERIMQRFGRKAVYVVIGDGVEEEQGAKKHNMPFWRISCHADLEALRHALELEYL
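Eya2 protein (added as 0.2 uM solution) was preincubated with compound for 10 min at ambient temperature in 50 mM HEPES pH 7.5, 50 mM NaCl, 5 uM MgCl2, 0.05% BSA, 1 mM DTT. OMFP (added at 50 uM) then reacted 10 min; fluorescence read at 485/525 nm.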
USP2a block = qHTS Assay for Inhibitors of Ubiquitin-specific Protease USP2a Using CHOP2 as the Reporter; Ubiquitin carboxyl-terminal hydrolase 2 (Homo sapiens), O75604; USP2 core, Ub-CHOP2 coupled fluorogenic reporter, 485/531; Potency, µM (top dose mostly 38.3 µM), for the others: top-dose activity change, negative = inhibition, actives largely listed as inhibitors; 330,000 compounds, 0.01% hits;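 note: potency is the fitted concentration of half-maximal effect; plate controls were DMSO wells for no effect and full inhibition by NEM control for full effect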
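Cell-free coupled assay: 10nM USP2 core preincubated 30min RT with compound in Tris-HCl pH 8.0/CaCl2/CHAPS buffer, then 25nM Ub-CHOP2 and 25nM reporter substrate; fluorescence (Ex 485/Em 531) read after 60min RT, normalized to NEM inhibition, concentration-response curves fitted.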
Giardia kill = Small Molecules that selectively kill Giardia lamblia: qHTS. activity change, % at 7.66 µM, hits read low. Giardia lamblia trophozoite viability. 340,000 compounds, 0.15% hits; in the data active = activity change below about -80%; inconclusive = between about -30% and that limit;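 note: parasites exposed to compound for two days anaerobically before the ATP read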
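Trophozoite viability was measured as ATP-dependent luminescence, read 15-30 min after reagent addition. Before that, parasites at 100 cells/well were exposed to compounds for 48 h, anaerobically, at 37 deg C.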
FBPA coupling cs = qHTS Assay for Inhibitors of Fructose-1,6-bisphosphate Aldolase from Giardia Lamblia: Coupling assay counterscreen; 290,000 compounds, 0.67% hits; activity change, negative = inhibition, % at 58.2 µM, hits read low; coupling enzyme system counterscreen, AmpLite Red fluorescence; AID 2472, 2010; in the data active = activity change below about -30%
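Final compound at 57.5 uM, incubated 10 min at RT with coupling enzyme reagent (glyceraldehyde-3-phosphate), then 20 min with substrate and AmpLite Red detection. Fluorescence read at 525/598 nm; tests interference with the coupling assay, not aldolase inhibition.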
Chronic BCR inh = qHTS Assay to Find Inhibitors of Chronic Active B-Cell Receptor Signaling; ABC-DLBCL IkBa-CBG/CBR reporter, luminescence ratio, 4 h; Potency, µM (top dose mostly 46.1 µM), for inactives: at the top dose ratio change, negative = lower green/red ratio, usual class: inhibitors; 340,000 compounds, 0.05% hits; active = well fitted inhibition curve with a large enough effect in the signal ratio, with a control signal flat, not every such curve was filed as active; inconclusive = small, poorly fitted or top-dose-only effect, or effect the other way, or a change in a side signal; the % refers to the signal ratio;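 note: potency is the fitted concentration of half-maximal effect; plate controls were basal doxycycline-induced cells for no effect and cells given 10 µM MG132 for full effect; MG132 reads +100%, hits lower the ratio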
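Cell line TMD8 (human ABC DLBCL), stably expressing tet-inducible CBG68-IkBa fusion and CBR; IMDM/0.5% FBS; cpd up to 46 uM; dox induction, 4 h, 37C/5% CO2; dual luminescence; green/red ratio; MG132 control.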
PKM2 activator = qHTS Assay for Activators of Human Muscle isoform 2 Pyruvate Kinase; purified PKM2, Kinase-Glo ATP luminescence, activation; response scale: 0% is enzyme alone, no compound; Potency, µM (titrated, usually from 57.5 µM), for inactives: at the top dose activation, hits mostly activators; 260,000 compounds, 0.34% hits; AID 1631, 2009; note: potency is the fitted concentration of half-maximal effect; nearly all actives have a fitted effect of over 55% in size
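Purified hPK-M2 (>95% pure) converted ADP (0.1 mM final) to ATP with 0.5 mM PEP in 50 mM imidazole pH7.2, KCl, MgCl2, Tween 20, BSA; 1 h at room temperature. ATP detected by Kinase-Glo luminescence.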
* marks the source's active call; other numbers are inactive results; ? = inconclusive; . = not tested or not shown; [ ] = dose if it differs, or a comment. Unless noted, calls come from the whole dose curve; as a rule, active = well fitted curve in the direction sought with a large enough effect; inconclusive = small, poorly fitted or top-dose-only effect, or another doubt; inactive = no such curve, though single readings can be large; an effect the other way counts as inactive or inconclusive. Unless noted, % is set by controls: 0 for no effect and ±100 for the full control effect.

SMILES	uPA generation	B2AR arrestin	GALK inhibitor	KCNH2 3.1 inh	KCNH2 WT inh	Eya2 phos inh	USP2a block	Giardia kill	FBPA coupling cs	Chronic BCR inh	PKM2 activator
O=C(COc1ccc(-c2ccccc2)cc1)N1CCN(C(=O)c2cccnc2)CC1	-1%	0.0%	0%	?	-18	-9%	2%	9	3	-2%	2%
COc1ccc(C)cc1NC(=O)CC1COc2ccccc2O1 (configuration not stated)	-2%	0.3%	0%	22	8	-5%	-1%	11	-1	15%	-2%
O=CN1CCN(C(=O)CN2C(=O)c3ccccc3C2=O)CC1	2%	0.1%	0%	1	-8	0%	2%	-12	1	-4%	0%
Cc1cc(-c2nnc(SCC(=O)N3C(C)CCCC3C)o2)no1 (configuration not stated)	-8%	0.3%	5%	-10	12	-8%	-1%	12	1	0%	-1%
NC(=O)N/N=C/c1cc(F)cc(F)c1	1%	0.3%	1%	-3	-1	?	8%	-4	3	4%	5%
Cc1oc(-c2cc(F)ccc2F)nc1CN1CCCN(C(=O)c2ccco2)CC1	2%	-0.4%	2%	-31	24	-23%	3%	-12	4	1%	-2%
Cc1ccc2nc(CSc3nc(C)nc4c3oc3ccccc34)[nH]c2c1	?	0.1%	.	.	.	3%	-5%	18	.	?	.
O=c1oc(-c2ccco2)nc2ccccc12	2%	-0.1%	2%	22	-3	24%	0%	6	0	?	11%
Cc1ccccc1N1CC(C(=O)Nc2ccc(S(=O)(=O)N3CCOCC3)cc2)CC1=O (configuration not stated)	-2%	0.3%	4%	16	-5	?	2%	0	2	5%	.
CC(C)COc1ccc(C(=O)Nc2cc(S(=O)(=O)N3CCOCC3)ccc2N2CCCC2)cc1	-36%	0.5%	.	-3	10	4%	1%	-9	.	?	.
CCOC(=O)Cn1nnc(-c2ccc(S(C)(=O)=O)cc2)n1	6%	1.4%	-4%	6	21	-6%	3%	17	-2	5%	-5%
CCOC(=O)c1cccc(NC(=O)CCn2cccc2)c1	-7%	-0.1%	-1%	-11	-12	-11%	0%	14	2	8%	3%
O=C(N1CCN(c2ccc(F)cc2)CC1)C1(c2cccs2)CCOCC1	1%	0.0%	-2%	7	-4	-1%	4%	-2	5	-3%	10%
NC(=O)C1CCCN(C(=S)NCc2ccc3c(c2)OCO3)C1 (configuration not stated)	-3%	-0.2%	0%	11	3	0%	3%	1	4	?	8%
CC1C(=O)C(C)C(c2cccs2)NC1c1cccs1 (configuration not stated)	7%	-0.3%	0%	-3	4	-7%	3%	-5	1	14%	8%
O=S(=O)(NNc1ccc(F)cc1F)c1cccc(Cl)c1	.	0.2%	1%	18	-4	-10%	8%	21	4	-14%	?
COc1ccc(C2(C)NC(=O)N(CC(=O)NC3CCCC3)C2=O)cc1OC (configuration not stated)	19%	0.0%	.	1	-13	10%	-3%	5	.	?	.
CCCNC(=O)c1cc(OC)c(OC)cc1[N+](=O)[O-]	4%	0.1%	-1%	15	1	17%	1%	7	6	-3%	-1%
c1ccc(CSc2nnc(SCc3ccccn3)s2)nc1	.	0.1%	-1%	6	7	9%	0%	-16	-3	-2%	12%
CCOC(=O)CNC(=O)c1sc(NC(=O)c2ccccc2F)nc1C	-15%	-2.1%	6%	21	-1	-1%	-1%	10	0	?	-39%
CCOC(=O)c1ccc(-n2c(C)nc3c(cnn3-c3ccc(Cl)cc3)c2=O)cc1	0%	-0.2%	-1%	1	0	-34%	5%	7	2	-4%	2%
O=C(COC(=O)CCc1ccc(S(=O)(=O)N2CCCCC2)cc1)Nc1ccc2c(c1)OCO2	-2%	0.1%	4%	-8	7	-12%[15.4 µM]	-3%	1	2	-1%	-15%
CCC1(C)Cc2ccccc2-c2nc[nH]c(=O)c21 (configuration not stated)	-5%	-0.7%	-3%	2	6	-4%	-4%	19	-3	0%	.
COc1cc(/C=N/NC(=O)[C@H](Cc2c[nH]c3ccccc23)NC(=O)OCC(C)C)cc([N+](=O)[O-])c1O	-6%	-0.1%	0%	-4	-6	-2%	-1%	-13	0	?	-8%
CCCCCCn1c(N2CCC(C(N)=O)CC2)nc2c1c(=O)[nH]c(=O)n2C	-4%	0.5%	6%	-11	42	-11%	0%	1	5	-2%	-3%
CCOC(=O)CNC(=O)c1ccccc1Br	6%	0.0%	-1%	-29	8	19%	5%	10	1	9%	-2%
Cc1ccc2c(c1)C1NC(=S)NC(C)(O2)C1C(=O)Nc1ccc(Cl)cc1 (configuration not stated)	-8%	0.2%	0%	-3	4	-10%	4%	1	2	-1%	3%
CS(=O)c1ccc(-n2c(=O)n(Cc3ccccc3)c(=O)c3[nH]cnc32)cc1 (configuration not stated)	3%	0.2%	3%	3	-6	5%	3%	3	3	-11%	.
O=C(COc1ccc(S(=O)(=O)Nc2cccc(C(F)(F)F)c2)cc1)N1CCOCC1	-5%	-1.0%	-5%	8	-11	-5%	1%	2	7	?	-1%
Cn1c(=O)c2sccc2n(CC(=O)NCCC2=CCCCC2)c1=O	-9%	-0.2%	-2%	-9	6	-5%	1%	9	0	0%	-9%
Cn1c(C(=O)N2CCC(C(N)=O)CC2)cc2cc(Cl)ccc21	2%	-0.4%	0%	8	-9	2%	1%	-18	3	-1%	-3%[11.5 µM]
Cc1ccc(NC2=CC(=O)C(=O)c3ccccc32)c(C)c1	-6%	-1.1%	.	-12	-15	12%	0%	19	.	-2%	.
O=C1CSC(c2ccccn2)N1c1ccc(F)cc1F (configuration not stated)	-1%	0.4%	12%	3	-7	6%	2%	15	1	-1%	-1%
CC1CCCC(NC(=O)CN2C(=O)COc3ccccc32)C1C (configuration not stated)	-6%	-0.1%	0%	18	-11	-6%	3%	10	5	10%	-1%
CN1C(=O)N(C)C2(c3ccccc3)N(C(C)(C)C)C(=O)NC12c1ccccc1 (configuration not stated)	-1%	-1.8%	.	-8	11	5%	4%	3	2	4%	-2%
CN(Cc1ccccc1)C(=O)c1oc(=O)c2ccccc2c1-c1ccccc1	9%	-0.1%	1%	-2	-10	-2%	0%	-16	2	1%	-4%
Cc1ccc(C(=O)Nc2cccc(C(=O)N3CCN(C)CC3)c2)cc1	.	0.3%	0%	14	-9	5%	6%	-6	2	?	-9%
COc1ccc(OC)c(NC(=O)Cc2csc(NC(=O)Nc3ccccc3OC)n2)c1	6%	-0.2%	.	-17	-5	2%	-3%	5	.	?	.
COc1cc2c(=O)n(CC3CCCO3)c(=O)n(CC(=O)Nc3ccccc3)c2cc1OC (configuration not stated)	5%	-0.3%	.	-8	-4	-1%	4%	42[activator]	4	1%	-4%
CCOc1ccc(C(=O)Nc2ccc(C(=O)N3CCOCC3)cc2)c(OCC)c1	0%	-0.5%	-4%	.	-18	-16%	1%	-2	.	0%	1%
O=[N+]([O-])c1ccc2nc(-c3ccccc3)cc(-c3ccccc3)c2c1	1%	-1.1%	-1%	0	-9	-1%	2%	17	0	?	1%
NS(=O)(=O)c1ccc(NC(=O)COC(=O)C2CC(=O)N(Cc3ccccc3)C2)cc1 (configuration not stated)	0%	0.0%	9%	5	-1	10%	1%	-3	2	0%	2%
O=C(N/N=C/c1ccccc1)C(O)c1ccccc1 (configuration not stated)	13%	0.0%	-2%	-8	-3	5%	-1%	-4	-1	?	-2%
Nc1ccc(N2CCOCC2)c(S(=O)(=O)Nc2cc(Cl)ccc2Cl)c1	-5%	0.0%	0%	-6	3	5%	8%	3	2	6%	1%
Cc1ccc2nc3c(cc(C(=O)NC4CCCC4)c(=N)n3C3CCCCC3)c(=O)n2c1	?	-0.4%	-2%	?	-33	4%	1%	6	0	0%	.
